PME-1 primary – PME-1 inhibitors via competitive probe labeling, primary screen, biochemical, fluorescence polarization, FP-Rh probe, HTS; recombinant PME-1; actives 0.53% (n = 320,000); inhibition, % at 5.9 µM; Protein phosphatase methylesterase 1 (Homo sapiens), Q9Y570; AID 2130, 2009;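 active = inhibition above the campaign mean of all compounds plus 3 SD, cut at about 26% in these data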;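 note: competitive labeling of PME-1 active site by serine hydrolase directed probe; 0% = PME-1 with DMSO and 100% = wells lacking PME-1 enzyme; inhibitors block probe labeling so polarization falls and inhibition rises; many of its hits are not listed in these tables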
Target sequence (Q9Y570 whole entry, looked up): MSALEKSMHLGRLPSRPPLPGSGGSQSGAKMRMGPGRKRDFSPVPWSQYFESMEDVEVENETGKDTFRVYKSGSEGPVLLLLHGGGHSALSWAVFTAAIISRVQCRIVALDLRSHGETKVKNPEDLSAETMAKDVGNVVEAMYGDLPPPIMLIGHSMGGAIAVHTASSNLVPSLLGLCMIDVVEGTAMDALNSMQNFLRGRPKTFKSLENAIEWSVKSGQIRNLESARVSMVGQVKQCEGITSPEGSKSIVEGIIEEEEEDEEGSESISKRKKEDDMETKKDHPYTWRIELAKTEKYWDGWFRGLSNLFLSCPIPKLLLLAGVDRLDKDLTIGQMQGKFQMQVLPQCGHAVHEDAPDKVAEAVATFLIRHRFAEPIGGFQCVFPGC
GSTO1 inh – inhibitors of recombinant GSTO1, primary screen, counter-screen for RBBP9 inhibitor project, biochemical, fluorescence polarization; AID 1974, 2009; activity-based probe fluorescence polarization; inhibition, % at 5.96 µM; Glutathione S-transferase omega-1 (Homo sapiens), P78417; actives 1.1% (n = 300,000);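 active = inhibition above the campaign mean inhibition plus 3 SD, cut at about 35% in these data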;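 note: 0% = GSTO1-1 with DMSO and 100% = wells lacking GSTO1-1 enzyme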
PAFAH1B2 inh – PAFAH1B2 enzyme inhibitors, primary screen, biochemical, fluorescence polarization, human | Platelet-activating factor acetylhydrolase IB subunit alpha2 (Homo sapiens), P68402 | recombinant PAFAH1B2, FP-rhodamine activity probe | inhibition, % at 3.39 µM | actives 1.2% (n = 340,000) | AID 492953, 2010;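 active = inhibition above the mean of all tested compounds plus 3 SD, cut at about 24% in these data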;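 note: 0% = enzyme with DMSO and 100% = wells lacking PAFAH1B2; many of its hits are not listed in these tables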
pPAFAH FP inh – pPAFAH enzyme inhibitors, primary screen, biochemical, fluorescence polarization, human | Platelet-activating factor acetylhydrolase (Homo sapiens), Q13093 | recombinant pPAFAH, FP-rhodamine probe fluorescence polarization | inhibition, % at 3.39 µM | actives 1.5% (n = 330,000) | AID 463082, 2010;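 active = inhibition above the mean inhibition across the screen plus 3 SD, cut at about 25% in these data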;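 note: inhibitors block binding of the rhodamine activity-based probe so polarization drops; 0% = enzyme with DMSO and 100% = wells lacking pPAFAH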
PREPL inh – PREPL enzyme inhibitors, primary screen, biochemical, fluorescence polarization; AID 2751, 2010; Prolyl endopeptidase-like (Homo sapiens), Q4J6C6; actives 0.68% (n = 320,000); inhibition, % at 5.96 µM; recombinant PREPL, fluorescence polarization activity-based probe; in the data active = inhibition above about 43%;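 note: 0% = enzyme with DMSO and 100% = wells lacking enzyme; many of its hits are not listed in these tables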
LYPLA1 inh – LYPLA1 inhibitors, primary screen, counter-screen for PME1 inhibitor project, biochemical, fluorescence polarization, FP-Rh probe ABPP. Acyl-protein thioesterase 1 (Homo sapiens), O75608. recombinant LYPLA1. inhibition, % at 5.9 µM. actives 0.16% (n = 320,000);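 active = inhibition above the mean of all tested compounds plus 3 SD, set per campaign, cut at about 14% in these data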;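 note: inhibitors block serine hydrolase probe labeling of LYPLA1 so polarization falls; 0% = enzyme with DMSO and 100% = wells lacking LYPLA1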
Target sequence (O75608 whole entry, looked up): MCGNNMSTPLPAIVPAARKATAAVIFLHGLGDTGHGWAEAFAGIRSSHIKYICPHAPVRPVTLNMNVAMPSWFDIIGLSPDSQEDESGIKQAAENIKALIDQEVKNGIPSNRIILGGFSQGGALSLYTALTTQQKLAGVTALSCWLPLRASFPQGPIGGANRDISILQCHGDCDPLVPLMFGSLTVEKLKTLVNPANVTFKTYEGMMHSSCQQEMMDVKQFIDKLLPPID
PAFAH1B3 FP inh – PAFAH1B3 enzyme inhibitors, primary screen, biochemical, fluorescence polarization, human; actives 0.28% (n = 340,000); AID 492972, 2010; inhibition, % at 3.39 µM; recombinant PAFAH1B3, FP-rhodamine probe; Platelet-activating factor acetylhydrolase IB subunit alpha1 (Homo sapiens), Q15102;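 active = inhibition above the screen-wide average of all tested compounds plus 3 SD, cut at about 25% in these data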;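 note: 0% = enzyme with DMSO only and 100% = wells lacking PAFAH1B3 protein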
Target sequence (Q15102 whole entry, looked up): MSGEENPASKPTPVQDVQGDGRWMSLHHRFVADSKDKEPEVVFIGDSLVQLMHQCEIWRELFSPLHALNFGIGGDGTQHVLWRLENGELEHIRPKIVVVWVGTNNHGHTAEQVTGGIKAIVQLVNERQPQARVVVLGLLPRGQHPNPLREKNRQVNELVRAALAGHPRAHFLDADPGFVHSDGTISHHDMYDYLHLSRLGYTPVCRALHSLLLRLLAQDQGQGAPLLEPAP
LYPLA2 inh – LYPLA2 inhibitors, primary screen, counter-screen for PME1 inhibitor project, biochemical, fluorescence polarization, FP-Rh probe ABPP; recombinant LYPLA2; actives 0.38% (n = 320,000); Acyl-protein thioesterase 2 (Homo sapiens), O95372; inhibition, % at 5.9 µM; AID 2177, 2009;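 active = inhibition above the screen-wide mean plus 3 SD, limit set per campaign, cut at about 26% in these data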;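 note: 0% = LYPLA2 with DMSO and 100% = wells lacking LYPLA2 enzyme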
Target sequence (O95372 whole entry, looked up): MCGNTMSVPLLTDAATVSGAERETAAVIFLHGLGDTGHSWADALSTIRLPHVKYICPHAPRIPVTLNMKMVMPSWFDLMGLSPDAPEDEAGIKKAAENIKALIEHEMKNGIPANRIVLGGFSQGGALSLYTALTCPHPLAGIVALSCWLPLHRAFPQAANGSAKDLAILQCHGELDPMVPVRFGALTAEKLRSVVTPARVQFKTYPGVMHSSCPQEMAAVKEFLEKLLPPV
PAD4 FP inh – human PAD4 inhibitors, primary screen, biochemical, fluorescence polarization, 1536-well format. Protein-arginine deiminase type-4 (Homo sapiens), Q9UM07. recombinant PAD4, RCA probe fluorescence polarization. inhibition, % at 6.36 µM. actives 0.41% (n = 330,000). AID 485272, 2010;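 active = percent inhibition above a cutoff equal to the mean of all tested compounds plus 3 SD, cut at about 15% in these data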;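 note: 0% = PAD4 with RCA probe and DMSO and 100% = probe without PAD4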
Numbers without * were called inactive; nt = not tested or not shown.

SMILES	PME-1 primary	GSTO1 inh	PAFAH1B2 inh	pPAFAH FP inh	PREPL inh	LYPLA1 inh	PAFAH1B3 FP inh	LYPLA2 inh	PAD4 FP inh
CCOCCCNC(=O)C(c1ccc(C)cc1)N(Cc1ccc2c(c1)OCO2)C(=O)c1cnccn1 (configuration not stated)	-5.5	2.8	1.9	7.6	4.6	-1.1	2.6	-3.9	-0.5
Cc1ccc(C)c(CN2CCC(CNC(=O)Nc3cccc(Cl)c3C)CC2)c1	-6.0	3.7	3.3	3.6	0.1	1.4	2.3	-1.3	-2.4
COC(=O)CSC1=C(C#N)C(=O)NC(c2ccccc2)S1 (configuration not stated)	-4.9	4.9	6.1	-5.7	-13.7	3.1	7.1	1.0	-0.5
CN(C)CCN(Cc1ccccc1)c1ccccn1	3.2	6.2	-1.4	4.9	-8.9	0.0	8.6	-1.3	73.5*
COCCN1CCN(C(=O)C2CCC(=O)N(Cc3ccc(Cl)cc3)C2)CC1 (configuration not stated)	-5.8	4.4	-6.6	-6.5	13.1	-1.8	1.0	-3.9	9.4
COc1ccc(S(=O)(=O)NCc2ccccn2)cc1Cl	-1.6	-8.3	3.8	0.9	4.6	2.5	-6.0	-0.4	0.3
CCCCCC[n+]1c(-c2ccc(Cl)cc2Cl)csc1Nc1ccccc1	-4.5	1.1	-3.4	0.1	-2.1	3.0	7.8	1.9	1.3
COC(=O)c1ccccc1NC(=O)c1ccnn1C	2.5	11.5	-3.8	5.9	2.0	-1.9	0.3	3.0	-1.7
COc1ccc(COC(=O)Nc2c(SC)nsc2SC)cc1	-0.4	7.3	7.2	6.9	-0.2	1.9	4.3	-1.4	-0.8
CC(=O)Nc1ccc(Nc2ccccc2)cc1	1.8	2.4	3.2	3.7	-9.4	0.1	-1.0	0.2	-0.3
C=CCn1c(SCC(=O)CC(=O)OCC)nc2cc(C(=O)N3CCC(C(N)=O)CC3)ccc2c1=O	3.1	-5.8	-2.0	4.6	2.8	-3.4	-5.8	-9.3	0.9
COc1cccc(/C=C(/C#N)c2ccc(Cl)cc2)c1OCc1cccc(C(=O)O)c1	-3.5	-16.4	20.4	-4.5	-4.0	-1.4	0.6	-3.0	-1.0
CCc1cc2cc3c(cc2nc1SCC(=O)Nc1nccs1)OCO3	0.7	-6.8	-5.0	5.6	0.9	-1.4	0.4	5.1	-2.9
CCCCN(C(=O)c1c(CC)noc1C)c1c(N)n(CCC)c(=O)[nH]c1=O	3.5	10.0	6.3	0.2	2.2	2.5	-5.3	3.7	-2.8
C=CCNC(=O)C1CC2Cn3c(nc4cc5ccccc5cc43)C2N1C (configuration not stated)	-1.8	2.2	-7.9	2.1	5.1	-1.8	16.2	-2.6	-1.0
COc1ccccc1C1CC(c2ccc(Cl)cc2)Nc2ncnn21 (configuration not stated)	-3.4	-0.5	4.9	7.4	1.4	-1.3	4.4	5.3	-0.5
Cc1c(C(=O)Nc2cccnc2)oc2ccc(Br)cc12	-10.2	-4.5	-1.5	-2.9	-7.6	-9.1	15.6	-26.1	1.6
Cc1onc(-c2ccccc2)c1C(=O)OCC(=O)Nc1ccc2c(c1)OCO2	-1.5	-5.2	-0.8	10.6	5.6	2.8	0.7	9.7	-3.2
CCCCOC(=O)Cn1c(=N)n(CCC)c2ccccc21	-0.4	5.4	0.4	-2.8	32.1	3.2	1.0	0.3	-2.4
CNC(=S)N=Nc1c(O)[nH]c2ccccc12	-1.7	-0.5	-0.2	0.7	-3.0	-2.2	3.1	1.1	1.5
CC(=O)NC(Cc1ccc(F)cc1)C(=O)NC1CCN(c2nnnn2-c2ccccc2)CC1 (configuration not stated)	2.8	-3.3	2.9	1.9	5.6	-2.1	8.9	-1.3	-2.3
Cc1ccc(C2(C)NC(=O)N(CC(=O)Nc3ccc(S(=O)(=O)Nc4nccs4)cc3)C2=O)cc1 (configuration not stated)	-7.8	-19.3	3.0	1.3	-6.4	-3.9	0.1	-11.4	-6.5
CCc1ccc(CN(C)Cc2nc(-c3cccc(Cl)c3)no2)nc1	-6.0	5.4	3.4	2.8	4.6	1.3	0.6	3.6	1.7
CCOc1ccc(NS(=O)(=O)c2ccc(C(=O)N(C)CC(=O)Nc3ccc(C)cc3)cc2)cc1	5.5	14.8	0.1	33.3*	-7.8	-3.3	2.1	-3.5	1.0
Nc1ccc(-c2nnn(Cc3ccccc3F)n2)cc1	-4.2	4.5	3.4	4.4	1.7	3.0	4.3	-0.3	6.2
More results follow.
SMILES	PME-1 primary	GSTO1 inh	PAFAH1B2 inh	pPAFAH FP inh	PREPL inh	LYPLA1 inh	PAFAH1B3 FP inh	LYPLA2 inh	PAD4 FP inh
CC(O)CNc1nc2c(c(=O)n(C)c(=O)n2C)n1C/C=C/c1ccccc1 (configuration not stated)	-3.4	2.7	0.6	0.9	9.1	0.1	2.2	-8.3	2.4
Cc1ccc(/C=N/NC(=O)CCn2nc(C)cc2C)c(C)c1	-0.4	5.3	4.6	12.1	7.2	1.0	5.9	-1.5	2.5
Cc1ccc(NC(=O)C2C3C=CC4(CN(Cc5cccnc5)C(=O)C24)O3)cc1 (configuration not stated)	0.9	3.4	4.8	0.8	13.6	1.5	5.4	-6.7	2.8
COC(=O)c1sccc1NC(=O)COc1ccc(C)cc1	-77.0	1.4	4.4	3.5	-4.2	-4.5	2.4	-8.8	-0.1
Cc1cccc(N2C(=O)c3ccc(Br)cc3C2=O)n1	1.6	7.4	3.7	1.1	6.5	-0.9	2.4	8.0	-2.1
CCOC(=O)CC1(CC(=O)OCC)NC(=O)c2c(C)sc(C(=O)OCC)c2N1	-0.7	1.3	3.0	-2.1	11.0	0.3	-0.7	-0.2	-2.7
Cc1nn(-c2ccccc2)c(C)c1C(=O)OCC(=O)NCc1ccco1	-6.2	-11.0	1.0	4.4	-1.9	2.1	10.0	3.6	-5.5
O=C(NCc1ccccc1Cl)C1CCN(S(=O)(=O)c2cccc3nonc23)CC1	-2.0	4.6	2.2	14.6	16.0	0.6	-1.4	2.9	2.6
O=C(CN1CCN(S(=O)(=O)c2ccccc2)CC1)Nc1cccc(C(F)(F)F)c1	-3.8	-4.2	-3.5	-3.7	-5.2	-0.7	1.2	-3.7	-3.0
O=C(c1ccoc1)N1CCCC(CO)(CCCc2ccccc2)C1 (configuration not stated)	2.8	1.7	2.5	2.6	-19.2	-0.2	3.0	0.9	-0.6
O=C(CCl)Nc1c(C(=O)Nc2ccc3c(c2)OCCO3)oc2ccccc12	-0.9	36.3*	1.2	14.4	11.8	-6.2	25.9*	-8.1	-4.1
CC(=O)Nc1cccc(-c2cnc3ccccc3n2)c1	-0.3	-5.0	0.1	-1.5	-40.8	0.1	15.4	-1.7	4.5
CS(=O)(=O)c1ccc2nc(NC(=O)C3COc4ccccc4O3)sc2c1 (configuration not stated)	-0.9	-2.9	4.1	2.7	-4.1	3.6	2.7	7.6	-0.1
COc1ccc(/C=N/n2c(-c3cc(C)[nH]n3)n[nH]c2=S)cc1OC	0.2	3.0	nt	3.7	-3.8	-1.0	nt	4.9	-7.1
COc1cc(N=C(N)N=C(N)N)cc(OC)c1	4.4	1.8	4.2	4.6	-7.0	2.1	1.6	6.7	2.3
OCCN(Cc1ccccc1)CC1CC2C=CC1C2 (configuration not stated)	0.1	-0.5	-0.7	-0.9	6.5	-0.5	2.0	-1.4	1.0
O=C(/C=C/Nc1ccc(OC(F)(F)F)cc1)C(F)(F)F	-4.4	-5.8	1.5	-0.8	10.9	-0.1	1.1	-1.1	-2.3
COc1cccc(NC(=O)CN(C)C(=O)c2ccccc2Sc2ccccc2C#N)c1	5.8	nt	2.9	-2.8	12.8	4.8	0.7	4.7	2.6
COc1ccc(-n2ccnc2SCC(=O)NC2CCCC2)c(OC)c1	-15.0	3.5	-0.4	1.1	-1.7	3.2	2.2	0.6	-0.8
Cc1ccc2[nH]c(=O)c(C(c3nnnn3C(C)(C)C)N(Cc3ccco3)CC3CCCO3)cc2c1 (configuration not stated)	-0.8	2.7	1.1	2.0	-1.2	-3.0	3.7	4.6	-1.4
O=C(CO/N=C/c1ccc(OC(F)F)cc1)NC1CCCC1	2.8	-3.1	3.0	2.4	18.0	-1.3	4.7	-0.1	-1.6
O=C(Nc1n[nH]c(C(F)(F)F)n1)c1cccs1	-5.0	2.1	-0.6	-4.5	0.1	3.0	2.1	-2.4	-0.5
COc1cccc(CNCCc2c[nH]c3ccccc23)c1OCc1ccccc1F	4.5	-4.6	-4.0	-2.6	-45.4	2.4	7.2	-3.2	-5.7
CCOC(=O)N1CCN(C(=O)C2CCN(Cc3ccc(OC)cc3OC)CC2)CC1	-7.2	-2.9	-5.1	1.8	20.9	-2.5	5.0	-0.9	-7.1
Cc1ccc(C)c(OCCC(=O)N(C)CC(=O)Nc2c(C)cccc2C)c1	-0.9	nt	-0.1	4.4	8.7	-0.7	2.2	-7.8	3.0
More records follow:
SMILES	PME-1 primary	GSTO1 inh	PAFAH1B2 inh	pPAFAH FP inh	PREPL inh	LYPLA1 inh	PAFAH1B3 FP inh	LYPLA2 inh	PAD4 FP inh
CCc1ccc(NC(=O)c2cnn3c(C(F)F)cc(C)nc23)cc1	-5.4	2.8	1.8	-1.7	14.2	0.3	-1.6	1.8	-4.6
CCCSc1nc(C)cc(=O)[nH]1	-0.8	-0.2	6.5	0.0	-7.5	2.4	-3.4	-3.7	6.9
O=C(NC1CCN(S(=O)(=O)c2ccc(F)cc2)CC1)c1cccc(F)c1	-4.6	-3.4	-2.2	3.3	0.9	4.2	8.5	8.1	2.2
COc1cc(OC)c(NC(=O)c2ccccc2F)cc1Cl	0.1	4.6	5.4	2.4	6.2	-2.5	10.2	1.2	-5.4
COc1ccc(OC)c(-n2nnnc2SCC(=O)N2CCN(C(=O)c3ccco3)CC2)c1	2.4	-4.3	-0.8	-1.8	9.4	-1.4	8.2	-2.7	-1.3
COc1ccc(-c2cc(C(F)(F)F)c(C#N)c(SCC(=O)O)n2)cc1OC	0.7	-2.1	nt	1.3	20.2	0.1	nt	2.4	-1.5
CCC(=O)Nc1ccc(/C(C)=N\NS(=O)(=O)c2ccc(C)cc2)cc1	-3.7	-6.8	4.5	-5.1	-2.4	-2.2	8.5	-5.5	-12.0
CCN(CC)S(=O)(=O)c1ccc(NC(=S)Nc2ccccc2)cc1	3.7	-3.1	-0.1	-4.0	7.3	-2.4	7.0	-8.2	-3.5
COc1ccc(S(=O)(=O)N2CCN(CC(=O)c3ccc(O)c(O)c3)CC2)cc1	0.5	23.4	1.9	13.4	18.6	2.8	9.4	-0.2	5.2
COc1ccc(NC2=CC(=O)CC(C)(C)C2)cc1	5.2	7.3	0.6	2.7	7.4	-2.5	1.9	-4.1	-3.2

Source: PubChem (The Scripps Research Institute Molecular Screening Center)

Some of the compounds tested (hit frequency here may not be typical).
